STEP inh: STEP phosphatase inhibitors, primary screen, biochemical, fluorescence intensity, uHTS; inhibition, % at 20 µM; recombinant STEP, OMFP fluorogenic substrate; Tyrosine-protein phosphatase non-receptor type 5 (Homo sapiens), P54829; 360,000 tested, 0.25% active;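 active = inhibition at 20 µM, scaled per plate between control wells, above about 37%, limit read from the data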;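 also: 0% = DMSO with enzyme and substrate and 100% = substrate only without enzyme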
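Material: STEP (striatal-enriched tyrosine phosphatase) enzyme, cell-free | Medium: 50 mM Bis-Tris pH 6.0 with 2.5 mM DTT and 0.005% Tween 20 | Read-out: Percent inhibition scaled to no-enzyme and uninhibited-enzyme controls, plate-pattern corrected | Signal: Fluorescence read at 480 nm ex / 540 nm em | Times: 20 min reaction, room temperature, in the dark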
LMPTP inh: LMPTP phosphatase inhibitors, primary screen, biochemical, fluorescence intensity, uHTS; recombinant LMPTP-A, OMFP fluorogenic substrate; inhibition, % at 20 µM; 360,000 tested, 0.22% active;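 active = compounds that cut the enzyme signal by at least half of the control window in the single-dose screen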;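 also: plate controls were DMSO wells with enzyme plus substrate for no effect and substrate without enzyme for full effect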
Target sequence (P24666 whole entry, looked up): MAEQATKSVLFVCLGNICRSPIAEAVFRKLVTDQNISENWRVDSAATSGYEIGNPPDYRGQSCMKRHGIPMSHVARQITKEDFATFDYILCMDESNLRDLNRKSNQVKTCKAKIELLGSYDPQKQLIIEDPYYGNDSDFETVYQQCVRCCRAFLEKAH
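test system = LMPTP-A | amount = 0.625 nM LMPTP-A final | reagent = fluorogenic phosphatase substrate OMFP at 400 µM final | incubation = 50 min at room temperature | benchmarks = no-enzyme low control, uninhibited high control | medium = Bis-Tris pH 6.0, DTT, detergent | signal = fluorescence intensity of OMFP turnover product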
Scp1 inh: Scp-1 phosphatase inhibitors, primary screen, biochemical, colorimetric, uHTS | inhibition, % at 20 µM | AID 493091, 2011 | Recombinant Scp1, phosphopeptide, malachite green phosphate absorbance | Carboxy-terminal domain RNA polymerase II polypeptide A small phosphatase 1 (Homo … | 340,000 tested, 0.88% active;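 active = inhibition above about 50% at 20 µM, limit read from the data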;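 also: plate controls were DMSO wells with enzyme for no effect and wells lacking enzyme for full effect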
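Material: truncated SCP-1 phosphatase (76-261aa) / Buffer or medium: 50 mM Tris acetate pH 5.5, 0.005% Tween-20, 10 mM MgCl2 / Compound dosing: one concentration, 20 µM, with 1.0% DMSO / Incubation: 45 min room-temperature reaction, 5 min colour, 30 min stabiliser / Detection: colorimetric free-phosphate detection, absorbance 630 nm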
DNMT1 inh: human DNMT1 methyltransferase inhibitors, primary screen, biochemical, molecular beacon, fluorescence, HinP1I cleavage, uHTS; 360,000 tested, 0.83% active; AID 588458, 2011; inhibition (reported as % activation of signal), % at 10 µM; in the data active = inhibition above about 50%
TbMetRS inhib: T. brucei MetRS inhibitors, primary screen, biochemical, luminescence; methionyl-tRNA synthetase (Trypanosoma brucei brucei); purified T. brucei MetRS, ATP depletion, Kinase-Glo luminescence; inhibition, % at 11.9 µM; 360,000 tested, 0.4% active;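 active = inhibition above a per-plate cutoff of the control wells' mean inhibition plus 3 SD, cut at about 5.5% in these data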;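 also: 0% = DMSO wells median and 100% = median of wells with control inhibitor compound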
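assay system = parasite MetRS enzyme | timing = 15 min preincubation, 2 h reaction, all 25 °C | evaluation = percent inhibition relative to median high and low control wells | medium = HEPES buffer containing pyrophosphatase, BSA, spermine, DTT | compound = single dose, 11.9 µM final nominal, 0.9% final DMSO | detection = Kinase-Glo luminescence, ATP depletion format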
MsrA act: bovine MsrA enzyme activators, primary screen, biochemical, absorbance, HTS | purified bovine MsrA, absorbance read-out | Methionine sulfoxide reductase A (Bos taurus) | 360,000 tested, 0.3% active | activation, % at 10.6 µM | AID 602163, 2012; in the data active = activation above about 7.5%;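 also: 0% = vehicle and 100% = reference activator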
MsrA inhibitor: bovine MsrA enzyme inhibitors, primary screen, biochemical, absorbance, HTS; Methionine sulfoxide reductase A (Bos taurus); purified bovine MsrA, absorbance read-out; inhibition, % at 15.5 µM; 360,000 tested, 0.75% active; AID 651718, 2012; in the data active = inhibition above about 4.5%;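 also: 0% = vehicle wells with enzyme and 100% = reference inhibitor wells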
NRP1-CendR mod: modulators of CendR peptide binding to NRP-1, primary screen, biochemical, fluorescence polarization, uHTS. AID 602438, 2012. 360,000 tested, 0.85% active. FAM-RPARPAR peptide binding to NRP-1. inhibition, % at 25 µM. Neuropilin-1 (Homo sapiens), O14786;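 active = inhibition or corrected inhibition above about 18%, plus a signal ratio from 0.5 to 1.5, limit read from the data, passing the limit was not always enough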; also: strong numbers were not always called active
eLon inh: inhibitors of E. coli Lon protease, primary screen, biochemical, fluorescence polarization | P0A9M0 | purified E. coli Lon protease | inhibition, % at 7.94 µM | 360,000 tested, 0.42% active | AID 602123, 2011; in the data active = inhibition above about 13%, passing the limit was not always enough;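 also: 0% = enzyme with probe and DMSO and 100% = no enzyme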
Target sequence (P0A9M0 whole entry, looked up): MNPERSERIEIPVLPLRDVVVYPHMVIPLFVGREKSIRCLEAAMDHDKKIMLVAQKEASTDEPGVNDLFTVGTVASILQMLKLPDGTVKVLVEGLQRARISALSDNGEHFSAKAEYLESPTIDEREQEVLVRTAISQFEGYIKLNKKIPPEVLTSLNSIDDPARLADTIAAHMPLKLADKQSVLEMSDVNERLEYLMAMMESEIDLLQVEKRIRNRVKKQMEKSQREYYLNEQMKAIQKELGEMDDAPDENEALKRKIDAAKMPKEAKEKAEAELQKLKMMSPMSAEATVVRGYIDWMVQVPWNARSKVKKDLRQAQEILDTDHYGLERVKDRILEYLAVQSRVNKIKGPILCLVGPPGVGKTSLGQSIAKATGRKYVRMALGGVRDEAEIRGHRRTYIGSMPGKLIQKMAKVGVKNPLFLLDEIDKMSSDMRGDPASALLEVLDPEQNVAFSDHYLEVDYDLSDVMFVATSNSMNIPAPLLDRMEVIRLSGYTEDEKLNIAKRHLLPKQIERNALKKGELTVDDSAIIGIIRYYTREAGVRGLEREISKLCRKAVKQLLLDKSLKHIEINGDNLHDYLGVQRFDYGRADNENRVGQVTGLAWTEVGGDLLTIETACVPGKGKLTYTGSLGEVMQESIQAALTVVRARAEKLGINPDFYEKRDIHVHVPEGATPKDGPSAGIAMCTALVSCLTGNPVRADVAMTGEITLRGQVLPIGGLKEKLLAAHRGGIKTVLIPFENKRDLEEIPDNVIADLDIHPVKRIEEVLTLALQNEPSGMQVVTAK
SUMO1-SIM PPI: modulators of SUMO1 protein-protein interactions, primary screen, biochemical, uHTS. 360,000 tested, 0.33% active. inhibition, % at 20 µM. SUMO1 binding to a labelled peptide, TR-FRET, 1 h; in the data active = inhibition above about 37%
Target sequence (P63165 whole entry, looked up): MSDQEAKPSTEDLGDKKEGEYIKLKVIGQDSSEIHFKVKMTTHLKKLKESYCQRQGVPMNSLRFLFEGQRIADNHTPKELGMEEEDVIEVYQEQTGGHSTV
Numbers without * were called inactive. Random draw from the library. Share with any hit: about 4.3%.

Cc1nnc(SCC(=O)Nc2ccc(O)cc2)c2ccccc12 was read as STEP inh -2, LMPTP inh 0.0, Scp1 inh 11, DNMT1 inh 2, TbMetRS inhib -1.4, MsrA act -11, MsrA inhibitor 0.0, NRP1-CendR mod -5, eLon inh -7 and SUMO1-SIM PPI 2.
`Fc1cc2[nH]c(=S)[nH]c2cc1Cl` gave STEP inh -4, LMPTP inh -3.1, Scp1 inh -6, DNMT1 inh -5, TbMetRS inhib -0.2, MsrA act 0, MsrA inhibitor -0.9, NRP1-CendR mod 8, eLon inh 5 and SUMO1-SIM PPI 7.
For CCn1c(SCC(=O)c2ccccc2)nc2ccccc2c1=O the results were STEP inh 2, LMPTP inh 0.9, Scp1 inh -9, DNMT1 inh -1, TbMetRS inhib -0.3, MsrA act -2, MsrA inhibitor -0.1, NRP1-CendR mod -4, eLon inh -7 and SUMO1-SIM PPI 2.
Screening COc1ccccc1C(=O)NNC(=O)C1CCCO1 (stereo not drawn) returned STEP inh -1, LMPTP inh -0.4, Scp1 inh 10, DNMT1 inh 2, TbMetRS inhib -1.1, MsrA act -5, MsrA inhibitor 1.2, NRP1-CendR mod 7, eLon inh 7 and SUMO1-SIM PPI 6.
CCOc1ccc(C(c2c(NC(=O)c3ccco3)sc(C)c2C)N2CCOCC2)cc1 (stereo not drawn) was read as STEP inh -2, LMPTP inh 3.7, Scp1 inh 5, DNMT1 inh 1, TbMetRS inhib -0.3, MsrA act -2, MsrA inhibitor 0.0, NRP1-CendR mod 2, eLon inh 8 and SUMO1-SIM PPI 2.
Screening Cc1ccc([C@@H]2[C@@H]3C(=O)N(c4ccccc4)C(=O)[C@@H]3[C@]3(C)C(=O)N(Cc4ccc(-c5ccccc5)cc4)CC(=O)N23)o1 returned STEP inh -1, LMPTP inh -0.1, Scp1 inh -5, DNMT1 inh -13, TbMetRS inhib -0.3, MsrA act -1, MsrA inhibitor -1.2, NRP1-CendR mod 5, eLon inh 5 and SUMO1-SIM PPI -1.
Screening COc1ccccc1C1CC(c2ccccc2)Nc2ncnn21 (stereo not drawn) returned STEP inh 1, LMPTP inh -0.1, Scp1 inh 3, DNMT1 inh 6, TbMetRS inhib -0.5, MsrA act -8, NRP1-CendR mod -7, eLon inh -3 and SUMO1-SIM PPI 1.
For CCOc1ccc(CCNC(=O)CCS(=O)(=O)c2ccc(Br)cc2)cc1OCC the results were STEP inh -1, LMPTP inh -0.8, Scp1 inh -10, DNMT1 inh -4, TbMetRS inhib 0.3, MsrA act -1, MsrA inhibitor -0.7, NRP1-CendR mod 13, eLon inh -1 and SUMO1-SIM PPI -2.
For O=C(NCc1ccco1)C1CCCN1C(=O)NCc1ccccc1 (stereo not drawn) the results were STEP inh -1, LMPTP inh -0.9, Scp1 inh -3, DNMT1 inh -1, TbMetRS inhib -0.5, MsrA act -4, MsrA inhibitor 0.8, NRP1-CendR mod 2, eLon inh -5 and SUMO1-SIM PPI 0.
For O=C1OCCC1=COCCOC=C1CCOC1=O the results were STEP inh 2, LMPTP inh -1.3, DNMT1 inh 1, TbMetRS inhib 0.1, MsrA act -1, MsrA inhibitor -0.8, NRP1-CendR mod -10, eLon inh -8 and SUMO1-SIM PPI 9.
For CCn1c(=O)n(CC)c2cc(N3CCCC3)c(NC(=O)c3cccc(C)c3)cc21 the results were STEP inh 1, LMPTP inh 0.7, Scp1 inh -3, DNMT1 inh -3, TbMetRS inhib -0.8, MsrA act -7, MsrA inhibitor -0.9, NRP1-CendR mod 0, eLon inh -11 and SUMO1-SIM PPI 4.
Cc1c(C(=O)N2CCN(Cc3ccc4c(c3)OCO4)CC2)sc2ncnc(N3CCN(c4ccccc4F)CC3)c12 was read as STEP inh 1, LMPTP inh 4.0, Scp1 inh 0, DNMT1 inh -3, TbMetRS inhib 0.0, MsrA act -3, MsrA inhibitor 2.1, NRP1-CendR mod -2, eLon inh 4 and SUMO1-SIM PPI -42.
Screening O=C(NCc1ccc2c(c1)OCO2)OCc1ccccc1 returned LMPTP inh -1.7, TbMetRS inhib -1.1, MsrA inhibitor 1.1, NRP1-CendR mod 7 and SUMO1-SIM PPI -1.
Cc1cc2c(C)nc3ccccc3c2o1 was read as STEP inh -2, LMPTP inh 2.7, Scp1 inh -7, DNMT1 inh 6, TbMetRS inhib 0.0, MsrA act -5, MsrA inhibitor -0.4, NRP1-CendR mod -3, eLon inh -9 and SUMO1-SIM PPI 0.
For COc1ccc(C(C)=O)cc1CSc1nnc(-c2ccccc2O)n1-c1ccccc1 the results were STEP inh 2, LMPTP inh 0.2, Scp1 inh -3, DNMT1 inh -4, TbMetRS inhib -0.1, MsrA act -2, MsrA inhibitor -0.3, NRP1-CendR mod 3, eLon inh 1 and SUMO1-SIM PPI 1.
CCN1CCN(c2oc(/C=C/c3ccccc3)nc2C#N)CC1 was read as STEP inh -1, LMPTP inh 0.2, Scp1 inh -7, DNMT1 inh -7, TbMetRS inhib -1.6, MsrA act -9, MsrA inhibitor 3.0, NRP1-CendR mod -9, eLon inh 4 and SUMO1-SIM PPI -24.
N#Cc1cccc(NC(=O)CNc2cccc(S(=O)(=O)N3CCCCC3)c2)c1 was read as STEP inh -3, LMPTP inh 0.2, Scp1 inh -7, DNMT1 inh 1, TbMetRS inhib -0.5, MsrA act -1, MsrA inhibitor -0.3, NRP1-CendR mod -2, eLon inh 6 and SUMO1-SIM PPI -1.
CC(=O)c1cccc(NC(=O)CN2C(=S)NC(C)(C)CC2C)c1 (stereo not drawn) was read as STEP inh 7, LMPTP inh -0.5, Scp1 inh -1, DNMT1 inh 3, TbMetRS inhib -0.1, MsrA act -2, MsrA inhibitor 0.1, NRP1-CendR mod 2, eLon inh -8 and SUMO1-SIM PPI 3.
For Cc1ccccc1NC(=O)COC(=O)c1ccc(C)c(S(=O)(=O)N2CCCCC2)c1 the results were STEP inh 4, LMPTP inh 1.4, DNMT1 inh 0, TbMetRS inhib -0.4, MsrA act -5, MsrA inhibitor 1.5, NRP1-CendR mod 3, eLon inh 3 and SUMO1-SIM PPI 0.
CC(C)NCC(O)c1ccc2ccccc2c1 (stereo not drawn) was read as STEP inh 4, LMPTP inh -1.1, Scp1 inh -14, DNMT1 inh -2, TbMetRS inhib -0.5, MsrA act -3, MsrA inhibitor 0.8, NRP1-CendR mod 7, eLon inh 10 and SUMO1-SIM PPI 0.
Screening CC(=O)N1c2ccc(S(=O)(=O)N3CCCC3)cc2CC1C(=O)NCc1ccc(N(C)C)cc1 (stereo not drawn) returned STEP inh -4, LMPTP inh -1.0, Scp1 inh 1, DNMT1 inh -1, TbMetRS inhib -0.6, MsrA act -10, MsrA inhibitor -0.5, NRP1-CendR mod -4, eLon inh -12 and SUMO1-SIM PPI 1.
Screening S=C1N(c2ccccc2)CN(C2CCCCC2)CN1c1ccccc1 returned STEP inh 0, LMPTP inh 1.0, Scp1 inh -4, DNMT1 inh -3, TbMetRS inhib -0.2, MsrA act -1, MsrA inhibitor 0.5, NRP1-CendR mod 3, eLon inh 0 and SUMO1-SIM PPI 10.
Screening Nc1nc(NCc2ccco2)nc(NC2CCCCC2)c1[N+](=O)[O-] returned STEP inh -1, LMPTP inh -1.0, Scp1 inh 5, DNMT1 inh -3, TbMetRS inhib -0.3, MsrA act -3, MsrA inhibitor 1.0, NRP1-CendR mod 2, eLon inh 0 and SUMO1-SIM PPI 0.
For CCCNC(=O)/C=C/c1ccc(C(C)C)cc1 the results were STEP inh 2, LMPTP inh -2.0, Scp1 inh -4, DNMT1 inh -5, TbMetRS inhib 0.6, MsrA act -3, MsrA inhibitor -0.2, NRP1-CendR mod -15, eLon inh -2 and SUMO1-SIM PPI -1.
Screening CCN(Cc1nc2ccccc2c(=O)[nH]1)Cc1nc2ccsc2c(=O)[nH]1 returned STEP inh -1, LMPTP inh -0.9, Scp1 inh -3, DNMT1 inh 0, TbMetRS inhib -0.3, MsrA act 3, MsrA inhibitor -0.6, NRP1-CendR mod -8, eLon inh 5 and SUMO1-SIM PPI 4.
`CNC(=S)N1CCC(Cc2ccccc2)CC1` gave STEP inh 2, LMPTP inh -0.6, Scp1 inh 0, DNMT1 inh 1, TbMetRS inhib -0.3, MsrA act -1, MsrA inhibitor -0.7, NRP1-CendR mod 1, eLon inh -4 and SUMO1-SIM PPI -1.
`CCOc1ccc(Nc2nc3ccccc3n3cnnc23)cc1` gave STEP inh -2, LMPTP inh 1.4, Scp1 inh -4, DNMT1 inh -2, TbMetRS inhib -0.2, MsrA act -3, MsrA inhibitor 1.5, NRP1-CendR mod 5, eLon inh -13 and SUMO1-SIM PPI -16.
For CC(C)(C)Cc1nnc(NS(=O)(=O)c2ccc([N+](=O)[O-])cc2)s1 the results were STEP inh -2, LMPTP inh -0.2, Scp1 inh -6, DNMT1 inh 2, TbMetRS inhib -1.0, MsrA act -3, MsrA inhibitor 0.1, NRP1-CendR mod 9, eLon inh -2 and SUMO1-SIM PPI -13.
Screening CC(C)CC(=O)N/C(N)=N/c1nc2ccccc2s1 returned STEP inh -4, LMPTP inh 0.3, Scp1 inh -4, DNMT1 inh -1, TbMetRS inhib -1.6, MsrA act -14, MsrA inhibitor -0.1, NRP1-CendR mod 15, eLon inh 2 and SUMO1-SIM PPI 2.
For Cc1ccc(S(=O)(=O)N(CC(=O)NCc2ccco2)Cc2ccc(F)cc2)cc1 the results were STEP inh 2, LMPTP inh -0.2, Scp1 inh -5, DNMT1 inh 0, TbMetRS inhib -0.1, MsrA act 1, MsrA inhibitor 0.0, NRP1-CendR mod 5, eLon inh -2 and SUMO1-SIM PPI 3.

High-throughput results from PubChem BioAssay.
